Abeta rescue: restores growth of yeast expressing A-beta42 peptide | yeast expressing A-beta42, growth rescue, OD600, 48 h; response scale: 0% DMSO, 100% iron-clioquinol control | Potency, µM (top dose mostly 46.1 µM), for the others: at the top dose growth rescue, usual class: activators | actives 0.063% (n = 410,000) | AID 1347071; note: potency is the fitted concentration of half-maximal effect; nearly all actives have a fitted effect of over 55% in size
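Yeast A-beta toxicity model in growth medium with pinned compounds, 48 h at 30 C; growth read as absorbance at 600 nm. Normalized to FeCl3/clioquinol equimolar mix (positive) and DMSO (negative).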
EPAC2 antagonist: blocks human EPAC2 exchange factor. Q8WZA2. EPAC2 GEF exchange of Rap1B-BODIPY-GDP, fluorescence. Potency, µM (highest dose often 114 µM), for inactives: top-dose activity, negative = inhibition, usual class: inhibitors. actives 0.18% (n = 360,000). AID 720708; note: potency is the fitted concentration of half-maximal effect; % is set by controls: 0 for no effect and ±100 for the full control effect; nearly all actives have a fitted effect of over 45% in size; many of its hits are not listed in these tables
Target sequence (Q8WZA2 whole entry, looked up): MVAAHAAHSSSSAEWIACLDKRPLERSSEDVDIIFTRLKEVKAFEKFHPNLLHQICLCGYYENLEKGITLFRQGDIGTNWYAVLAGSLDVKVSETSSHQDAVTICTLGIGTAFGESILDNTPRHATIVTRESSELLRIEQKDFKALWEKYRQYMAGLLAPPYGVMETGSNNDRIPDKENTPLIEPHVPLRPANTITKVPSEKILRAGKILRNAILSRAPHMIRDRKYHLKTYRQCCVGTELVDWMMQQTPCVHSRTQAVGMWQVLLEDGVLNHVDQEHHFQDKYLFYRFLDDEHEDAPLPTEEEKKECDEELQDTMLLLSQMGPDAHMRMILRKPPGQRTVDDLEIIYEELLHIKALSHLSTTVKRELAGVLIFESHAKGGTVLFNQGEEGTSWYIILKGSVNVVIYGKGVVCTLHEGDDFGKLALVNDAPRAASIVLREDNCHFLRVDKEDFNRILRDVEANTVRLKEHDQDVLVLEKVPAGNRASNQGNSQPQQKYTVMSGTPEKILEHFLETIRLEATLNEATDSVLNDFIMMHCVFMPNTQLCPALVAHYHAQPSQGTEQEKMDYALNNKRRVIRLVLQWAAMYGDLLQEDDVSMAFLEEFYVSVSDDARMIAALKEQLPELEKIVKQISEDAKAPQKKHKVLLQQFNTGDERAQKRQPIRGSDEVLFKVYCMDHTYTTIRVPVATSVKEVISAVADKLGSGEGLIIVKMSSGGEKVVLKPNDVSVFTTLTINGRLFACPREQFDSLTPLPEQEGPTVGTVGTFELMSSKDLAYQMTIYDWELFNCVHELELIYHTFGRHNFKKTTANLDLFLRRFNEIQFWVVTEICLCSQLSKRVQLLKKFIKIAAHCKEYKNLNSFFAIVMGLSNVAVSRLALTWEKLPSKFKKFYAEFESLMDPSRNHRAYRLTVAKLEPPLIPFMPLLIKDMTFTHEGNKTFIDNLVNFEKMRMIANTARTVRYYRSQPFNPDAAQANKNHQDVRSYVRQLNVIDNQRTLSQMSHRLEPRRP
FUS suppressor: rescues growth of FUS-expressing yeast | S. cerevisiae FUS-expressing, growth rescue, OD600, 24 h | Potency, µM (series often up to 76.6 µM), without a hit: at the top dose growth rescue (activation), usual class: activators | actives 0.24% (n = 390,000);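 note: potency is the fitted concentration of half-maximal effect; plate controls were DMSO vehicle for no effect and reference control for full effect; nearly all actives have a fitted effect of over 55% in size; some results filed as inactive show a strong effect at the top dose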
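Galactose (2%) drives FUS expression in yeast precultured in raffinose; seeding density OD 0.005. Test compounds incubated 24hr at 30C and 99% humidity before absorbance at 600 nm was measured.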
EPAC2 ag: EPAC2 (human) agonism. Q8WZA2. EPAC2 activation, biochemical qHTS; response scale: 100% = 6.5 mM cAMP response. Potency, µM (doses to about 154 µM), without a hit: at the highest dose activation, usual class: activators. actives 0.079% (n = 360,000); note: potency is the fitted concentration of half-maximal effect; nearly all actives have a fitted effect of over 50% in size
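Each well held 100 nM EPAC2, 250 nM RAP1B-BODIPY-GDP and 50 uM GDP. Fluorescence, read at 5-min intervals to 30 min, was referenced to a 6.5 mM cAMP positive control.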
TDP43 rescue: rescues yeast growth from TDP-43 toxicity; TDP-43 expressing yeast growth rescue, BacTiter-Glo, 24 h; Potency, µM (series often up to 46.1 µM), inactives show at the top dose growth rescue (activation), most hits filed as activators; actives 1.8% (n = 410,000); AID 652104; note: potency is the fitted concentration of half-maximal effect; % of control where 0% means no effect; nearly all actives have a fitted effect of over 50% in size
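Luminescence from BacTiter-Glo reports growth of TDP-43-expressing yeast after 24 hr at 30 deg C with compound. Cells were raffinose-pregrown to mid-log, then seeded in galactose medium at OD600=0.02.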
DRD3 agonist: D3 dopamine receptor (human) agonism | actives 0.58% (n = 410,000) | D3R DiscoveRx beta-arrestin cells, luminescence, 90 min | max activation, % | AID 652048; in the data active = max activation above about 30%; note: 0% is about no effect; mostly tested at two doses, the higher about 12 µM
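Cells at 1500/well, incubated overnight, then treated with pinned compounds (dopamine as control) for 90 min at 37 degrees C. DiscoveRx reagent added for 30 - 60 minutes at room temperature; luminescence read.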
D3 antag: blocks the human D3 dopamine receptor; actives 2.5% (n = 360,000); max response, negative = inhibition, %; D3R cells, DiscoveRx beta-arrestin luminescence, antagonist mode; hits give low values; in the data active = max response below about -50%; inconclusive = no clear call, values can overlap the other calls; note: % is set by controls: 0 for no effect and ±100 for the full control effect; mostly tested at two doses, the higher about 12 µM
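Cells expressing the human receptor were seeded at 1500 cells/well, incubated overnight at 37 degrees C in 5% CO2, then exposed to library compounds with dopamine controls for 90 minutes at 37 degrees C before luminescent detection.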
aSyn yeast inh: inhibitors of alpha-synuclein toxicity in yeast. Yeast expressing alpha-synuclein, growth rescue, BacTiter-Glo, 24 h. Potency, µM (highest dose often 46.1 µM), for the others: at the top dose growth rescue (activation), hits mostly activators. actives 0.14% (n = 370,000); note: potency is the fitted concentration of half-maximal effect; % of control where 0% means no effect; nearly all actives have a fitted effect of over 65% in size
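Readout is rescue of growth in alpha-synuclein-expressing yeast, so inhibitors of toxicity appear as activators. Growth after 24 hr at 30 deg C in galactose medium is quantified by luminescence.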
Active calls of the source: *; ? = inconclusive; . = no result given; & = joins results of further samples; [ ] = another dose, or the depositor's remark. Unless noted, calls come from the whole dose curve; as a rule, active = well fitted curve in the direction sought with a large enough effect; inconclusive = small, poorly fitted or top-dose-only effect, or another doubt; inactive = no such curve, though single readings can be large; an effect the other way counts as inactive or inconclusive. Not all compounds are listed (hit frequency here may not be typical).

SMILES	Abeta rescue	EPAC2 antagonist	FUS suppressor	EPAC2 ag	TDP43 rescue	DRD3 agonist	D3 antag	aSyn yeast inh
CC(C)(C)c1ccc(-n2ncc3c2CCCC3NC(=O)CN2CCOC2=O)cc1 (stereo not given)	-5%	10%	15%	10%	-16%	8	10	1%
O=C(Nc1ccc(OC(F)F)cc1)c1cc(S(=O)(=O)N2CCOCC2)ccc1F	0%	-3%	8%	-5%	6%	5	6	1%
O=C(CNC(=O)c1ccc(F)cc1)OCc1cc(=O)n2nc(C3CCCCC3)sc2n1	-8%	.	23%	.	7%	-4	.	.
CN1C(=O)[C@H]2[C@@H](/C=C/c3ccccc3)N3C(=O)CN(Cc4ccccn4)C(=O)[C@@]3(C)[C@H]2C1=O	0%	13%	-6%	-1%	19%	11	18	2%
C/C(=N\NC(=O)c1cc2ccccc2cc1O)c1cc2ccccc2o1	-3%	6%	2%	-7%	-14%	-10	-12	1%
Nc1ccc(S(=O)(=O)Nc2nccc(/C=C/c3ccccc3F)n2)cc1	-12%	3%	3%	4%	-12%	-1	?	0%
CC(C)c1ccc(NC(=O)c2cc(S(=O)(=O)N3CCCCC3)cn2C)cc1	-17%	.	1%	.	12%	-7	.	.
CN1CCN(S(=O)(=O)c2ccc(N(C)Cc3cccs3)nc2)CC1	8%	5%	10%	-5%	1%	-3	-29	-12%
N=C(N)N1CCc2ccccc21	-10%	9%	-21%	8%	-26%	-9	6	3%
O=C(c1cc(O)c(O)c([N+](=O)[O-])c1)c1ccccc1F	-16%	1%	-12%	2%	-5%	20	15	-90%&-23%[inhibitor]
N=c1c[n+](-c2ccc(Cl)cc2)[n-]o1	4%	0%	-34%	-6%	19%	-5	?	3%
Cc1cccc(C)c1NC(=S)N1CCOCC1	5%	-2%	-11%	16%	3%	4	-2	-6%
COc1ccc(OC)c(C(=O)NC(CC(N)=O)c2ccc(NCCN3CCCCC3)c([N+](=O)[O-])c2)c1 (stereo not given)	-8%	13%	-15%	4%	-9%	-18	2	1%
CN(C)c1cccc(NC(=O)Cc2ccc(F)cc2)c1	22%	-1%	21%	9%	-12%	-10	-3	0%
COC(=O)c1ccc(NC(=O)C23CC4CC(C2)CC(n2cncn2)(C4)C3)cc1	-4%	-3%	0%	6%	25%	0	-13	-1%
O=C(CN1C(=O)NC2(CCCC2)C1=O)NCc1ccc(F)cc1	15%	-4%	15%	-3%	11%	5	22	-1%
Cc1cc(C)c(S(=O)(=O)Nc2ccc(-c3ccc(N4CCC(C)CC4)nn3)cc2)cc1C	-5%	.	?	.	-3%	-1	.	.
Cc1ccc(NC(=S)N2CCN(c3ccccn3)CC2)cc1C	13%	9%	-1%	2%	12%	0	7	1%
O=C(CN1CCN(Cc2ccc(Cl)cc2)C1=O)NCCCN1CCOCC1	-17%	8%	-4%	11%	2%	-1	0	-3%
CC(C)(C)OC(=O)N[C@H](C(=O)OC(C)(C)C)c1ccc2ccccc2c1	6%	3%	-8%	2%	15%	-3	-6	2%

Brought forward from above: four compounds, followed by the next part.
SMILES	Abeta rescue	EPAC2 antagonist	FUS suppressor	EPAC2 ag	TDP43 rescue	DRD3 agonist	D3 antag	aSyn yeast inh
Cc1cc(C)c(S(=O)(=O)Nc2ccc(-c3ccc(N4CCC(C)CC4)nn3)cc2)cc1C	-5%	.	?	.	-3%	-1	.	.
Cc1ccc(NC(=S)N2CCN(c3ccccn3)CC2)cc1C	13%	9%	-1%	2%	12%	0	7	1%
O=C(CN1CCN(Cc2ccc(Cl)cc2)C1=O)NCCCN1CCOCC1	-17%	8%	-4%	11%	2%	-1	0	-3%
CC(C)(C)OC(=O)N[C@H](C(=O)OC(C)(C)C)c1ccc2ccccc2c1	6%	3%	-8%	2%	15%	-3	-6	2%
Cc1cc(NC(=O)CN2CCN(c3ccc(O)cc3)CC2)no1	-4%	4%	21%	-2%	-13%	11	24	2%
CCOC(=O)c1c(NC(=O)C(=O)N/N=C/c2ccccc2OC)sc2c1CCCCC2	6%	5%	2%	6%	2%	7	10	11%
COc1ccc(CCNC(=O)CCCn2nc(C)n3ccnc3c2=O)cc1OC	-36%[inhibitor]	17%	-27%	-2%	5%	-9	?	-2%
COc1cc(OC)c(N2CC(C(=O)NCCC3=CCCCC3)CC2=O)cc1Cl (stereo not given)	-19%	-20%	2%	-8%	1%	0	-1	6%
COCCNc1ncnc2c1cnn2-c1ccc(Cl)cc1	-1%	6%	.	-5%	0%	4	7	0%
COc1ccc2c(c1)CCCC2NS(=O)(=O)OCC(Cl)(Cl)Cl (stereo not given)	-7%	-6%	-10%	8%	35µM*	0	16	-3%
Cc1cc(C)cc(NC(=O)C2CCN(c3nc(C)cc(C)n3)CC2)c1	?	4%	4%	7%	-6%	3	-20	-5%
CCCOc1ccc(CNC(=O)C(CC)n2nc(C)c3sc4ccccc4c3c2=O)cc1 (stereo not given)	14%	.	-5%	.	-6%	5	.	.
CCOC(=O)Sc1nc2ncncc2[nH]1	10%	4%	.	9%	-10%	-14	?	-16%
C=CCSc1nc2c(cc1C#N)CCC2	17%	4%	21%	-2%	-17%	3	22	10%

Record cards (already shown).
Record of CCOC(=O)Sc1nc2ncncc2[nH]1 = Abeta rescue = 10%; EPAC2 antagonist = 4%; FUS suppressor = .; EPAC2 ag = 9%; TDP43 rescue = -10%; DRD3 agonist = -14; D3 antag = ?; aSyn yeast inh = -16%
Record of Cc1cc(NC(=O)CN2CCN(c3ccc(O)cc3)CC2)no1 = Abeta rescue = -4%; EPAC2 antagonist = 4%; FUS suppressor = 21%; EPAC2 ag = -2%; TDP43 rescue = -13%; DRD3 agonist = 11; D3 antag = 24; aSyn yeast inh = 2%
Record of COc1ccc2c(c1)CCCC2NS(=O)(=O)OCC(Cl)(Cl)Cl (stereo not given) = Abeta rescue = -7%; EPAC2 antagonist = -6%; FUS suppressor = -10%; EPAC2 ag = 8%; TDP43 rescue = 35µM*; DRD3 agonist = 0; D3 antag = 16; aSyn yeast inh = -3%

Next part
SMILES	Abeta rescue	EPAC2 antagonist	FUS suppressor	EPAC2 ag	TDP43 rescue	DRD3 agonist	D3 antag	aSyn yeast inh
Cc1ccc(S(=O)(=O)CC(=O)c2ccccc2[N+](=O)[O-])cc1	7%	9%	2%	4%	18%	4	1	3%
Cc1ccccc1C1NC(=S)NC2=C1C(=O)CCC2 (stereo not given)	-22%	6%	-19%	5%	-14%	-9	1	-9%
CC1CC(C)CN(C(=O)COC(=O)CCc2nc3ccccc3c(=O)[nH]2)C1 (stereo not given)	4%	9%	.	-4%	-17%	-5	-24	-4%
Cc1cccc(NC(=O)c2ccc3c(c2)OCCO3)c1C	18%	-9%	9%	7%	6%	0	0	13%
COc1cccc(C(=O)NCC2OCCc3ccccc32)c1 (stereo not given)	-11%	.	5%	.	28%	-8	.	.
CCS(=O)(=O)N1Cc2ccccc2CC1C(=O)Nc1nnc(SCc2c(Cl)cccc2Cl)s1 (stereo not given)	1%	-2%	.	-1%	18%	8	18	4%
COc1cc(NS(=O)(=O)c2ccccc2)ccc1-n1nc(C)cc1C	25%	1%	36%	-6%	11%	2	17	6%
Cc1ccc(O)c(-c2cc(C(=O)Nc3ccc(S(=O)(=O)Nc4nccc(C)n4)cc3)[nH]n2)c1	4%	15%	11%	-3%	-7%	1	7	11%
COc1ccc(S(=O)(=O)N(C)C[C@H]2Oc3cc(Br)ccc3S(=O)(=O)N([C@H](C)CO)C[C@H]2C)cc1	2%	-19%	?	19%	13%	-9	-27	-1%
CN1CCN(C2Cc3ccccc3Sc3cc(C(F)(F)F)ccc32)CC1 (stereo not given)	-13%	2%	30%	2%	-10%	-18	-96*	-9%
Cc1cccc(CCNS(=O)(=O)c2ccc3c(c2)n(C)c(=O)c(=O)n3C)c1	-7%	-3%	-16%	5%	1%	7	12	-1%
CCC(C)NC(=O)c1cc(C)no1 (stereo not given)	-3%	-2%	5%	3%	-13%	-9	-64*	-3%
CCC(=O)N1CCc2cc(S(=O)(=O)NCCC(=O)N3CCN(c4cccc(OC)c4)CC3)ccc21	-9%	-6%	-18%	6%	8%	3	23	1%
CCCc1cc(=O)n2[nH]cnc2n1	9%	-1%[57.1 µM]	1%	1%	6%	-3	?	0%
Cc1ncn(C23CC4CC(CC(C4)C2)C3)n1	8%	18%	9%	4%	6%	1	9	9%
CC(=O)C1C(c2ccccc2)c2c(noc2C)CC1(C)O (stereo not given)	-3%	2%	-12%	8%	0%	0	-9	1%
COc1ccc(S(=O)(=O)N2CCOCC2)cc1C(=O)NC1CCCCCC1	9%	21%	-3%	12%	16%	1	11	1%
COc1ccc(C)cc1NC(=O)N1CCC(CO)(CC2CCCCO2)CC1 (stereo not given)	-5%	11%	6%	-5%	18%	1	7	10%
CC1(C(=O)NS(=O)(=O)c2cccc(Cl)c2)CCN1C(=O)COc1ccc(Cl)cc1 (stereo not given)	4%	-9%	-22%	0%	12%	-2	9	1%
CCN(CC(=O)Nc1c(F)cccc1F)C(=O)CCCc1c[nH]c2ccccc12	-13%	0%	10%	14%	8%	-4	-23	-4%
Cc1cc(OC(C)C(=O)Nc2cccnc2)ccc1Cl (stereo not given)	5%	0%	9%	8%	-9%	2	-1	-6%
O=C(NCc1cccc(F)c1)c1ccc(CS(=O)c2ccccc2Cl)o1 (stereo not given)	-8%	.	-3%	.	4%	-2	.	.
O=C(c1ccccc1NS(=O)(=O)c1ccc(Cl)cc1)N1CCc2ccccc21	-21%	-12%	22%	14%	?	1	12	18%

Assay outcomes as filed in PubChem.
